Tb PYK inh: inhibitors of Trypanosoma brucei pyruvate kinase. Q57TT1. TbPYK enzyme, Kinase-Glo Plus ATP luminescence, 45 min. Potency, µM (highest dose often 76.8 µM), without a hit: at the top dose activity, negative = inhibition, usual class: inhibitors. 0.12% of 410,000 active; active = well fitted inhibition curve with a large enough effect; inconclusive = small, poorly fitted or top-dose-only effect; also: nearly all actives have a fitted effect of over 50% in size
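ADP (130 uM final) triggers the TbPYK reaction after compound addition; incubation is 45 min at room temperature. Kinase-Glo Plus is then added and luminescence imaged. Normalized data are fitted to concentration-effect curves.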
The depositor's hits bear a star; ? = inconclusive; [ ] = remark or other dose. % is scaled to controls: 0 for no effect and ±100 for the full control effect; potency is read from the fitted curve at half-maximal effect. Some of the compounds tested. The share of hits here may be higher or lower than overall.

SMILES	Tb PYK inh
COC(=O)c1ccc2c(=O)n(CCN3CCOCC3)c(SCC(=O)Nc3ccccc3OC)nc2c1	6%
CN(C)CC1(C)Cc2ccsc2C1O (stereo not drawn)	-1%
CC1OC(=O)c2cc3ccccc3nc21 (stereo not drawn)	6%
Cc1ccc(CNC(=O)c2ccc(N3CCCC3)c(NC(=O)Nc3ccc(F)c(Cl)c3)c2)cc1	-21%
Cc1nc(-c2ccc(Cl)cc2)sc1CCNC(=O)C(=O)Nc1ccc(F)cc1F	-21%
CCCCc1nn2c(=O)cc(COC(=O)c3ccccc3NC(=O)c3cccc(C)c3)nc2s1	8%
CCOC(=O)[C@]12Cc3cc(C)ccc3[C@H]1N(C1CCCCC1)C(=O)c1cc(OC)ccc12	-1%
CCS(=O)(=O)c1ncc(N(Cc2ccc(F)cc2)Cc2ccco2)c(C(=O)Nc2cc(C)ccc2C)n1	0%
C=CCN1C(c2ccc(Br)cc2)=CS/C1=C(\C#N)c1nnc(N2CCOCC2)n1-c1ccccc1	2%
Cn1c(=O)c2c(SCC(=O)NCc3ccco3)nc(-c3ccccc3)nc2n(C)c1=O	6%
C[C@H]1CN([C@@H](C)CO)S(=O)(=O)c2ccc(Br)cc2O[C@@H]1CN(C)C(=O)Cc1cccnc1	-8%
CCc1nc2c(OCc3cccc(OC)c3)cccn2c1N(C)C(=O)c1ccccc1F	1%
COC(=O)c1c(NC(=O)COc2cc(C)ccc2C(C)C)sc2c1CCC(C)C2 (stereo not drawn)	-3%
CC(COc1ccccc1)OC(=O)Nc1ccccc1 (stereo not drawn)	-1%
O=c1c(-c2ccccc2)nc2cnc(N3CCNCC3)nc2n1Cc1cccs1	-3%
Cc1ccc(C(C)NC(=O)c2cccs2)cc1 (stereo not drawn)	-12%
CCCCN(C)C(=O)Cn1c(SCC(=O)Nc2ccc(C)c(C)c2)nc2ccccc21	1%
O=C(CSc1nnc2[nH]c(=O)cc(-c3ccccc3)n12)Nc1ccccc1C(F)(F)F	4%
COc1ccc2c(CNCCc3ccccc3C)c(C(=O)O)n(Cc3ccccc3C)c2c1	-2%
Fc1ccc(Nc2nc(-c3cccc(Cl)c3)c3c(n2)-c2ccccc2OC3)c(F)c1	4%
COc1ccc(CC(N)c2csc(Nc3cc(Oc4ccccc4)ncn3)n2)cc1 (stereo not drawn)	-2%
Cc1ccc(-c2csc(C(O)c3ccc(F)cc3)n2)cc1C (stereo not drawn)	5%
COc1cc(C2Nc3c(C)cc(C)cc3-c3cc(C)nn32)cc(OC)c1O (stereo not drawn)	0%
O=S(=O)(c1ccccc1)N(c1ccccc1)S(=O)(=O)c1ccccc1	-3%
CCCNC(=O)c1cc2n(n1)CCCN(Cc1ccc(C)cc1)C2=O	1%
O=c1c2ccccc2sc2ccccc12	-3%
CC[C@@H]1CN(C)[C@H]2Cc3c([nH]c4ccccc34)C(=O)C[C@@H]1[C@@H]2C(=O)OC	4%
COc1ccc2ncc3c(-c4ccc(C)c(C)c4)nn(CC(=O)Nc4ccccc4)c3c2c1	-2%
O=C(Nc1ccc(Cl)cc1)OCCN1CCOCC1	7%
CCOC(=O)C1CCCN(C(=O)c2[nH]c3ccccc3c2Sc2ccc(Cl)cc2)C1 (stereo not drawn)	2%

Reformatted as labelled records: 4 of the compounds above.
O=c1c2ccccc2sc2ccccc12
  Tb PYK inh: -3%

CC[C@@H]1CN(C)[C@H]2Cc3c([nH]c4ccccc34)C(=O)C[C@@H]1[C@@H]2C(=O)OC
  Tb PYK inh: 4%

COc1ccc2ncc3c(-c4ccc(C)c(C)c4)nn(CC(=O)Nc4ccccc4)c3c2c1
  Tb PYK inh: -2%

O=C(Nc1ccc(Cl)cc1)OCCN1CCOCC1
  Tb PYK inh: 7%

Carrying on.
SMILES	Tb PYK inh
N#Cc1c(F)cccc1NCCCn1ccnc1	0%
Cc1ccc(Cc2c(C3CCCCC3)nc3c(C)cc(Br)cn23)cc1	-7%
Cc1cc(C)c2c(=O)c3c(oc2c1)C(=O)N(Cc1ccco1)C3c1ccc(F)cc1 (stereo not drawn)	0%
O=C(c1cccs1)N(Cc1cccnc1)c1nc2c(Cl)cccc2s1	-12%[15.4 µM]
CCc1ccc(NC(=O)CC2C(=O)N(c3cccc(C)c3)C(=O)N2Cc2cccs2)cc1 (stereo not drawn)	-5%
Cc1nc2ccccn2c(=O)c1NC(=O)c1ccc(C(F)(F)F)cc1	-4%
COc1c2c(cc3oc(=O)c4c5ccc(O)cc5oc4c13)OC(C)(C)CC2	2%
CN(Cc1ccccc1)C(=O)[C@@H]1CCCN1C(=O)[C@@H]1CCCN1C(=O)c1cccc2ccccc12	-1%
CC(C)Sc1nc2sc3c(c2c(=O)n1-c1ccccc1)CCCC3	-1%
Cc1ccc(-c2noc(-c3ccc(NC4CCCC4)c([N+](=O)[O-])c3)n2)cc1	?
Cc1ccc(C)c(CN2C(=O)c3ccccc3S(=O)(=O)c3ccc(C(=O)N4CCc5ccccc54)cc32)c1	-12%
CC(C)(C)C(=O)N1Cc2cc(-c3ccccc3)ccc2-n2nncc2C1	1%
COc1cccc(C(NC(C)=O)c2nc(-c3ccc(N(C)C)cc3)cs2)c1 (stereo not drawn)	-1%
COc1cc(CNC(=O)c2cc(-c3cc(Cl)ccc3C)n[nH]2)cc(OC)c1	4%
COc1ccc(-n2cc(-c3ccc4c(c3)OCO4)n(CC(=O)Nc3cc(Cl)ccc3C)c2=O)cc1	-2%

Single values from above.
Tb PYK inh result of COc1cc(CNC(=O)c2cc(-c3cc(Cl)ccc3C)n[nH]2)cc(OC)c1 = 4%
Tb PYK inh result of CCc1ccc(NC(=O)CC2C(=O)N(c3cccc(C)c3)C(=O)N2Cc2cccs2)cc1 (stereo not drawn) = -5%

More compounds follow:
SMILES	Tb PYK inh
CC(C)CN(C(=O)C1=COCCO1)c1c(N)n(Cc2ccccc2)c(=O)[nH]c1=O	-1%
Cc1ccc2c(=O)cc(C(=O)NCc3ccccc3)oc2c1	-4%
Clc1cccc(-n2ncc3c(NCCCN4CCOCC4)ncnc32)c1	-6%
c1ccc(C(c2ccccc2)c2cccnc2)cc1	-5%
Cc1cc(NC(=O)CSc2ncc(C(=O)Nc3ccc(Cl)cc3)c(=O)n2C)no1	-5%
CC(C)N(C)C1=CC(=O)C(N(C)C(C)C)=CC1=O	-9%
CC(=O)N1CCCc2cc(S(=O)(=O)N3CCCC(C(=O)NC(C)C)C3)ccc21 (stereo not drawn)	4%
Cc1ccc(S(=O)(=O)N2CCCCC2)cc1NC(=O)COC(=O)C1CC1	1%
O=C(NC1CCCCC1)c1ccc(CSc2nc3ccncc3n2Cc2ccccc2F)cc1	-7%
COc1ccc(CN2CC[C@@H]3CN(C(C)=O)[C@H](c4ccccc4Br)C[C@@H]32)cc1	0%
CC1(C(=O)NS(=O)(=O)c2ccccc2Cl)CCN1C(=O)Cc1cccs1 (stereo not drawn)	-2%
CC(C)(C)NC(=O)[C@@H]1CN(Cc2cccnc2)CCN1C[C@@H](O)C[C@@H](Cc1ccccc1)C(=O)N[C@H]1c2ccccc2C[C@H]1O	4%
COCCn1c2c([n+](Cc3cnccn3)c1C)C(=O)c1ccccc1C2=O	0%
CCSc1nc2c([nH]c3ccccc32)c(=O)n1-c1ccc(OC)cc1	0%
COc1ccc(-c2c(C#N)c(SCC(=O)Nc3ccccc3C)nc(C)c2C(=O)Nc2ccccc2)cc1OC	4%
C/C(CC(=O)Nc1ccc(N(C)C)cc1)=N\NC(=O)c1ccccc1Cl	6%
Cc1cccc(NC(=O)C(Cc2ccccc2)NS(=O)(=O)c2ccc3c(c2)c(=O)n(C)c(=O)n3C)c1 (stereo not drawn)	0%
CC(C)(C)S(=O)N1Cc2cn(Cc3ccccc3)c(=O)cc2[C@@H]1CCO (stereo partly drawn)	4%
COc1cc(N2C(=O)C=CC2=O)ccc1N1C(=O)C=CC1=O	4.5µM*
CC1CCCN(S(=O)(=O)c2ccc(N3CCCCS3(=O)=O)cc2)C1 (stereo not drawn)	-6%
O=C(Nc1c(O)c2ccccc2oc1=O)c1ccccc1Cl	0%
O=C(Oc1ccc(F)cc1)c1nc(SCc2ccccc2F)ncc1Cl	-5%
N#CC(=Cc1ccncc1)c1ccccc1	-5%
Cc1ccc(-n2ncc3c(NCCCn4ccnc4)ncnc32)cc1Cl	0%
COc1cccc(C2CC(=O)Nc3c2c(=O)n(C)c2ncnn32)c1OC (stereo not drawn)	2%
C(=C\c1ccccc1)/CN1CCN(C(c2nnnn2C2CCCC2)C2CC2)CC1 (stereo not drawn)	-5%
CCN(Cc1ccccc1)C(c1ccc(C(F)(F)F)cc1)c1nnnn1C(C)(C)C (stereo not drawn)	3%
O=C(c1cc(=O)c2cc(Cl)ccc2o1)N(Cc1ccccc1)C1CCS(=O)(=O)C1 (stereo not drawn)	3%
CC(NC(=O)Cc1cccs1)C(c1cccs1)N1CCN(c2ccccc2)CC1 (stereo not drawn)	-17%
O=C1C(=Cc2cn(-c3ccccc3)nc2-c2ccc(OCc3ccccc3F)cc2)SC(=S)N1CCS(=O)(=O)O	2%

Three of the compounds above, with each value named:
> N#CC(=Cc1ccncc1)c1ccccc1
- Tb PYK inh = -5%
> Cc1ccc(-n2ncc3c(NCCCn4ccnc4)ncnc32)cc1Cl
- Tb PYK inh = 0%
> COc1cccc(C2CC(=O)Nc3c2c(=O)n(C)c2ncnn32)c1OC (stereo not drawn)
- Tb PYK inh = 2%

New compounds follow
SMILES	Tb PYK inh
CCCCN1C(=O)C(CC(=O)NC2CC2)CC(C(=O)N(C(C)C)C(C)C)=C1C (stereo not drawn)	5%
CCc1ccc(Cn2c(CNS(=O)(=O)c3ccc4c(c3)CCCC4)nc3cccnc32)cc1	-1%
CC(C)(C)OC(=O)N1CCC(c2c(C(=O)NCCN3CCOCC3)cnn2-c2cccc(F)c2)CC1	-1%
CCOc1ccccc1N(C)C(=O)Cn1cnc2onc(-c3ccc(F)cc3)c2c1=O	6%
OC[C@@H]1CN(CCN2CCOCC2)C[C@H](n2cnc3c(NC4CCC4)ncnc32)O1	1%
Cc1cc(-c2ccc(S(=O)(=O)Nc3cc(Cl)ccc3C)s2)on1	-6%[15.4 µM]
O=C(Nc1ccc2c(c1)OCO2)c1ccc2sc([C@@H]3O[C@H](CO)[C@H](O)[C@H](O)[C@H]3O)nc2c1	-5%
COCCN1C[C@@H](CO)O[C@@H](n2cnc3c(NCCO)ncnc32)C1	-4%
CC12CCC(=O)C=C1CCC1C2CCC2(C)C(O)(C(=O)CO)CCC12O (stereo not drawn)	3%
Cc1ccc(C)c(CN2C(=O)c3ccccc3S(=O)(=O)c3ccc(C(=O)N4CCN(c5ccccn5)CC4)cc32)c1	-5%
Cc1cc(C)c2nc(N(Cc3cccnc3)C(=O)Cc3ccccc3)sc2c1	3%[15.4 µM]
CCc1ccc(Cn2c(CNS(=O)(=O)c3ccc([N+](=O)[O-])cc3)nc3cccnc32)cc1	-14%
COc1ccc(CCC(=O)NCCc2csc(-c3ccc(C(F)(F)F)cc3)n2)cc1	-13%
CC(=O)Nc1cc(-c2cccc(CO)c2)cn2c(-c3ccc(F)cc3)cnc12	7%
Nc1c2c(nc3ccccc13)CSCC2	-7%

Sorted by length of the SMILES (ascending): part of the list above.
SMILES	Tb PYK inh
CCOc1ccccc1N(C)C(=O)Cn1cnc2onc(-c3ccc(F)cc3)c2c1=O	6%
CCc1ccc(Cn2c(CNS(=O)(=O)c3ccc4c(c3)CCCC4)nc3cccnc32)cc1	-1%
O=C(Nc1ccc2c(c1)OCO2)c1ccc2sc([C@@H]3O[C@H](CO)[C@H](O)[C@H](O)[C@H]3O)nc2c1	-5%

(cont.)
SMILES	Tb PYK inh
Cc1ccc(C(=O)OCc2cc(=O)n3nc(CC(C)C)sc3n2)cc1	3%
COCCc1ccc(OC2(C)CCN(Cc3ccc(OC)c4ccccc34)C2)cc1 (stereo not drawn)	-4%
Cc1ccc(NC(=O)CSc2nc3c([nH]c4ccccc43)c(=O)n2-c2ccccc2)cc1Cl	4%
CCC(=O)N1CCc2cc(S(=O)(=O)NC(C(=O)NCCc3ccc(C)cc3)C(C)C)ccc21 (stereo not drawn)	8%
CC(C)c1nn2c(=O)cc(COC(=O)c3ccccc3NC(=O)COc3ccccc3)nc2s1	-5%
COc1ccccc1NC(=O)c1ccc(COc2ccc(C)c(C)c2)o1	1%
COc1cc(NC(=O)Nc2cccc(-c3noc(C)n3)c2)cc(OC)c1OC	4%
C=C[C@]12CC[C@H](OC(C)=O)CC1=CCC1C2CC[C@@]2(C)C1CCC21OCCO1 (stereo partly drawn)	-2%
CC1(c2nnnn2Cc2ccccc2)CCC(=O)N1CC1CCCCC1 (stereo not drawn)	6%
C=C1C(=O)C23C(O)C1CCC2C12CCCC(C)(COC(C)=O)C1C(O)C3(O)OC2 (stereo not drawn)	?
NC(c1csc(NC(=O)Nc2ccccc2)n1)C1CCCCC1 (stereo not drawn)	-9%
C#CC(C)(CC)NC(=O)Cn1nnc(-c2ccc(OCc3ccccc3C)cc2)n1 (stereo not drawn)	4%
CCOc1ccc(-c2c(C)nn3c(C)c(C(=O)NC(C)c4ccccc4)cnc23)cc1OCC (stereo not drawn)	3%
COc1ccc(S(=O)(=O)N2CCOC2CNC(=O)C(=O)NCCCN(C)C)cc1C (stereo not drawn)	-7%
Cc1cc(-n2c(C)nc3ccccc3c2=O)ccc1NC(=O)c1ccccc1[N+](=O)[O-]	-1%
CCN(CC)S(=O)(=O)c1ccc2c(c1)nc(CN(C)C(=O)Nc1ccc(C)c(F)c1)n2C	0%
CCN(CCN(C)C)C(=O)c1ccc2nc(C)c(N(C)C(=O)CCc3ccccc3)n2c1	-6%
N#Cc1cccc(NC(=O)N2CC3(CCN(C(=O)c4cccc(F)c4)CC3)C2)c1	8%

High-throughput results (PubChem)
